# RmlCD inh 1536: M. tuberculosis RmlC/RmlD coupled enzyme inhibitors, primary screen, biochemical, compound mixtures, 384-well, from 1536-well plates; dTDP-4-dehydrorhamnose reductase (Mycobacterium tuberculosis (strain ATCC 25618 / H37Rv)) …; RmlC+RmlD coupled enzyme assay, percent inhibition; primary screen in compound mixtures; inhibition, % at 3.6 µM; 160,000 tested, 0.03% active; in the data active means inhibition mostly above about 34%, no sharp cut-off; further: some results filed as inactive read as strong as hits
# Target sequence (P9WH09 whole entry, looked up): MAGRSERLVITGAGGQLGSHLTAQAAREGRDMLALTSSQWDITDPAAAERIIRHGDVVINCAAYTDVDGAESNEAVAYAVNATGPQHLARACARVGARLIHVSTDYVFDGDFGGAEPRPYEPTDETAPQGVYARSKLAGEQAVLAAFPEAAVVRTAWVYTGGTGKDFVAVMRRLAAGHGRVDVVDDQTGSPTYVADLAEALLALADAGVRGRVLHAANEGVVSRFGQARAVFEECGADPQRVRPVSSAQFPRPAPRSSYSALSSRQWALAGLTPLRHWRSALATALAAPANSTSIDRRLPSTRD
# Target sequence (P9WH11 whole entry, looked up): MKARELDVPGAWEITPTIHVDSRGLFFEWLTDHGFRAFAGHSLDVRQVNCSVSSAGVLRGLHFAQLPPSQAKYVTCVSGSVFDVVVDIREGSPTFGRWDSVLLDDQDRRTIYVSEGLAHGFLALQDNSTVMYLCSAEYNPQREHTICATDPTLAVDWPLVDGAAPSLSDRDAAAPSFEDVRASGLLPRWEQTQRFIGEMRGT
# M. tuberculosis GlmU: inhibition of mycobacterial GlmU enzyme – biochemical, glucosamine-1-phosphate acetyltransferase (AID 1376). 220,000 tested, 0.25% active. Bifunctional protein GlmU (Mycobacterium tuberculosis (strain ATCC 25618 / H37Rv)). M. tuberculosis GlmU acetyltransferase enzyme assay; higher % means a stronger effect. one-dose inhibition, %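 (tested at 30 µM in the primary screen)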; IC50 in µM for titrated hits; in the data active means inhibition above about 13%;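 further: 0% = complete reaction with vehicle and 100% = reaction without substrate; strong numbers were not always called active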
# * = called active by the depositor; nt = not tested or not shown. Not all compounds are listed, so the mix of outcomes need not match the whole.
molecule	RmlCD inh 1536	M. tuberculosis GlmU
CC(C)(C)CC(C)(C)NCC(O)COc1c(F)cc(Br)cc1F (centres undefined)	nt	-2.7%
Cc1cccc(NC(=O)Nc2cc(C)cc(C)n2)c1	12	-7.6%
Cc1cc2cc(CNC(=O)CCC(=O)O)ccc2n1C	-9	-3.4%
CC(C)OC(=O)CSc1nnc(-c2ccccn2)n1-c1ccccc1	-1	3.1%
O=C(CN1CCN(c2ccccn2)CC1)Nc1cccc(C(F)(F)F)c1	nt	1.9%
CCc1cccc(CC)c1NC(=S)N1CC2CC(C1)c1cccc(=O)n1C2 (centres undefined)	8	0.9%
COC(=O)COc1ccc(Oc2cc(C)nc(SC)n2)nn1	-7	-1.1%
CC1CCc2c(cnc3ncnn23)C1 (centres undefined)	nt	0.6%
Cc1cc(S(=O)(=O)Cc2noc(-c3c(C)noc3C)n2)c(C)cc1Cl	nt	2.6%
CCOC(=O)/C=C1\SCC(=O)N1CC(O)CN1C(=O)CS/C1=C\C(=O)OCC	-3	-0.7%
O=C(Nc1c(-c2ccccc2)nc2c(Br)cc(Br)cn12)c1ccco1	-4	-1.6%
CCc1ccc(C(=O)OCC(=O)Nc2cccc(S(=O)(=O)NC3=NCCCCC3)c2)cc1	1	3.5%
O=C(NCc1ccc(Cl)cc1)C1CCN(S(=O)(=O)c2cc([N+](=O)[O-])ccc2Cl)CC1	-5	-4.5%
COc1ccc(-n2c(SCC(=O)Nc3nccs3)nnc2-c2ccccc2)cc1	nt	-4.0%
Cc1cccc(CC(=O)N2CCC(N3CCC(C(=O)N4CCOCC4)CC3)CC2)c1	-3	-3.2%
O=C(NC1CCN(C(=O)Nc2ccccc2)CC1)C1CCCCC1	8	-4.6%
O=C(NCCCn1ccnc1)C(=O)NC1CCCCC1	3	-6.2%
CCN(CC)S(=O)(=O)c1cc(C)ccc1NC(=S)Nc1cccnc1	-21	-0.5%
O=C(Cn1cncn1)c1ccccc1	nt	-1.0%
O=C(c1cccc(OC2CCN(C3CCCC3)CC2)c1)N1CCCCCCC1	12	2.3%

# The list goes on (two carried over from the part before).
molecule	RmlCD inh 1536	M. tuberculosis GlmU
O=C(Cn1cncn1)c1ccccc1	nt	-1.0%
O=C(c1cccc(OC2CCN(C3CCCC3)CC2)c1)N1CCCCCCC1	12	2.3%
CCC(C)(C)NC(=O)/C=C/c1ccccc1[N+](=O)[O-]	4	-5.9%
CC(C)(c1ccccc1)c1ccc(OCC(O)CNC2CCN(Cc3ccccc3)CC2)cc1 (centres undefined)	2	-8.5%
Cc1cccc(C)c1NC(=S)NC(=O)c1ccccc1F	nt	-3.4%
CC(C)(C)NC(=O)Cn1cnc2cc([N+](=O)[O-])ccc2c1=O	18	-4.0%
Cc1cc(NC(=S)N(CCN2CCOCC2)Cc2ccccc2F)ccc1Cl	-13	3.9%
Cc1ccc(S(=O)(=O)N(CC(=O)NCc2cccnc2)C2CCCCC2)cc1	nt	4.1%
CSc1nc2ccccc2cc1/C=C(\C#N)c1cccc(C)c1	13	-5.3%
O=C(NNc1cccc(Cl)n1)C1CC1	nt	1.6%
CCOC(=O)C1=C(N)N2C(=O)CSC2=C(C(=O)OC)C1	nt	1.0%
Cc1ncc(CN2CCN(CCc3ccccc3)C(CCO)C2)s1 (centres undefined)	-8	-3.6%
O=C1CCCN1CCC12CC3CC(CC(C3)C1)C2	nt	0.7%
Cc1cccc(S(=O)(=O)c2c(N)n(/N=C/c3ccco3)c3nc4ccccc4nc23)c1	1	-0.7%
Cc1ccc(S(=O)(=O)CCC(=O)NCCN2C(=O)S/C(=C/c3ccc(F)cc3)C2=O)cc1	-7	6.2%
CCOC(=O)C1C2C=CC3(CN(c4ccccc4CC)C(=O)C13)O2 (centres undefined)	nt	2.0%
Fc1ccc(-n2nnc(-c3ncc[nH]3)n2)cc1	nt	-5.5%
CCOC(=O)CSC1=Nc2ccccc2C2=NC(CC(=O)NCc3ccc4c(c3)OCO4)C(=O)N12 (centres undefined)	nt	-5.2%
Nc1c(C(=O)c2cccs2)sc2nsc(SCCN3CCCCC3)c12	44	-0.1%
Cc1cccc2nc(CSc3nc4ccc([N+](=O)[O-])cc4[nH]3)c(Br)n12	-10	-0.4%
COCC(=O)Nc1cc(OC)cc(OC)c1	-6	1.9%
Cc1cc(C(=O)N2CCN(c3ccccn3)CC2)c(C)o1	1	-0.1%

# More entries follow.
molecule	RmlCD inh 1536	M. tuberculosis GlmU
CNC(=S)N1N=C(c2ccc(C)cc2)CC1c1ccc(OC)cc1 (centres undefined)	nt	1.0%
Cc1cc(C)cc(NC(=S)NCC2CCCO2)c1 (centres undefined)	8	-6.9%
Cc1ccc(/C=C/c2nnc(-c3ccc(C)cc3)o2)cc1	5	1.5%
O=C1C(=O)N(c2ccccc2)C(c2ccccc2[N+](=O)[O-])/C1=C(\O)c1ccccc1 (centres undefined)	-10	6.7%
Cn1c(SCC(=O)Nc2ncc(C(F)(F)F)cc2Cl)nnc1-c1ccc(Cl)cc1	-5	-0.8%
CCNC(=O)CSc1nnc(-c2ccccc2Br)n1-c1cccc(C(F)(F)F)c1	7	1.2%
Cc1cc2c(cc1C)C(c1ccccc1Br)CC(=O)N2 (centres undefined)	6	6.3%
COC(=O)C1=NNC2(c3ccc(C)cc3)C(=O)N(c3cccc(C)c3C)C(=O)C12 (centres undefined)	-1	-2.6%
CCCN(CC(=O)Nc1ccc(F)c(F)c1F)Cc1cc(=O)n2ccsc2n1	3	2.5%
COc1cccc(N=Cc2nc(-c3ccccc3)oc2OC(C)=O)c1	21	0.9%
Cc1onc(-c2c(Cl)cccc2Cl)c1C(=O)Nc1ccc2c(C(F)(F)F)cc(=O)oc2c1	-4	1.5%
COc1ccc(C=O)cc1OS(=O)(=O)c1ccc(NC(C)=O)cc1	nt	-3.1%
COC(=O)[C@@H](N)CCCN=C(N)N[N+](=O)[O-]	nt	0.8%
N#CC(C#N)=C1C=C2C=C(N3CCOCC3)CCC2CC1 (centres undefined)	8	1.8%
O=C(CCNS(=O)(=O)c1cccc2nsnc12)NCCc1ccccc1	-9	1.9%
CN(C)CCCN(C(=O)c1ccco1)c1nc2c(F)cc(F)cc2s1	-7	-3.2%
COc1ncccc1C(=O)N1CCCC(C(=O)c2cc(F)ccc2F)C1 (centres undefined)	9	-4.6%
N#Cc1ccccc1Sc1ccccc1C(=O)OCC(=O)NC12CC3CC(CC(C3)C1)C2	4	5.1%
CC(SC1CCCC1)C(=O)NC(C)(C#N)C(C)C (centres undefined)	7	3.2%
CS(=O)(=O)N1N=C(c2ccco2)CC1c1ccc(Br)cc1 (centres undefined)	4	-6.9%

# Look-ups from the entries so far:
# Cc1cc(C)cc(NC(=S)NCC2CCCO2)c1 (centres undefined) | M. tuberculosis GlmU = -6.9%
# CS(=O)(=O)N1N=C(c2ccco2)CC1c1ccc(Br)cc1 (centres undefined) | M. tuberculosis GlmU = -6.9%
# COc1ccc(C=O)cc1OS(=O)(=O)c1ccc(NC(C)=O)cc1 | M. tuberculosis GlmU = -3.1%
# CCCN(CC(=O)Nc1ccc(F)c(F)c1F)Cc1cc(=O)n2ccsc2n1 | RmlCD inh 1536 = 3
# COc1cccc(N=Cc2nc(-c3ccccc3)oc2OC(C)=O)c1 | M. tuberculosis GlmU = 0.9%
# CN(C)CCCN(C(=O)c1ccco1)c1nc2c(F)cc(F)cc2s1 | RmlCD inh 1536 = -7
# O=C(CCNS(=O)(=O)c1cccc2nsnc12)NCCc1ccccc1 | M. tuberculosis GlmU = 1.9%

# More structures.
molecule	RmlCD inh 1536	M. tuberculosis GlmU
c1ccc(CSc2ccc3nnc(-c4cccnc4)n3n2)cc1	22	6.3%
CCOC(=O)c1cc2sc(C)cc2n1CC(=O)NCc1ccc(F)cc1	nt	-7.9%
CCN(CC)c1ccc(/C=N/N2C(=O)c3ccccc3C2=O)cc1	-7	1.9%
CCN(C(=O)CSc1nnc(-c2ccccc2Br)o1)C1CCS(=O)(=O)C1 (centres undefined)	5	-9.9%
CN(C)CCSc1nc(O)c(-c2ccccc2)c(=O)n1-c1ccccc1	10	-1.0%
O=C1c2ccccc2-c2nnc(-c3ccccc3)cc21	7	-1.7%
COc1ccc(NC(=O)COC(=O)C23CCC(=O)N2c2ccccc2S3)cc1 (centres undefined)	nt	-0.4%
Cc1ccc(S(=O)(=O)N2CCN(C(=O)c3n[nH]c(=O)c4ccccc34)CC2)cc1	-5	0.7%
Cc1cc2c(=O)oc(-c3ccc(Br)cc3)nc2s1	-9	-5.1%
CCCn1cnc2cc(NCc3cccc(OC)c3)ccc21	nt	0.2%
COCC(C)n1c(C)cc(C(=O)COc2ccc(S(=O)(=O)N3CCOCC3)cc2Cl)c1C (centres undefined)	-9	9.1%
Cc1ccccc1NC(=O)Cn1nc(C(F)(F)F)cc1C1CC1	nt	6.6%
Cn1c(SCc2nc3ccccc3c(=O)[nH]2)nnc1-c1ccco1	18	5.1%
CCCn1c(=O)[nH]c2ccccc21	nt	-4.7%
CN(CCC#N)C(=O)COC(=O)c1ccc(Cl)c(S(=O)(=O)N(C)c2ccccc2)c1	6	-9.5%
CCCOC(=O)CCn1c(=S)oc2ccccc21	nt	1.2%
C/C(=N\NC(=O)CNC(=O)C1COc2ccccc2O1)c1ccc(Cl)cc1 (centres undefined)	15	0.0%
CCCCCCCCCS(=O)(=O)N/N=C/c1cccc([N+](=O)[O-])c1	nt	1.6%
O=C1N(c2ccccc2)C(c2cccnc2)N2CCCN12 (centres undefined)	5	-0.9%
Cc1ccc(-c2n[nH]c(=S)n2/N=C/c2sccc2C)cc1	5	4.0%

# New compounds follow
molecule	RmlCD inh 1536	M. tuberculosis GlmU
Cc1nc2c(-c3ccc(Cl)cc3)c(C)[nH]n2c(=O)c1Cc1ccccc1	0	1.8%
O=C(CSc1nnc(SCc2ccc(Cl)cc2)s1)N/N=C/c1c[nH]c2ccccc12	3	12%
COc1cc(Br)cc2cc(C(=O)OC3CCN(C)CC3)c(=O)oc12	nt	2.1%
CCC(C)(C)n1nnnc1C(c1ccc(OC)c(OC)c1)N1CCN(c2ccc(F)cc2)CC1 (centres undefined)	nt	-0.4%
COc1ccc(Cc2[nH]n3c(=O)cc(C)nc3c2-c2ccccc2)cc1	11	-4.7%
O=C(NCCc1c[nH]c2ccccc12)C(=O)NCC(c1ccco1)N1CCN(c2ccccc2F)CC1 (centres undefined)	3	0.1%
O=C(CSc1nc2c(sc3ccccc32)c(=O)n1CCO)NCc1ccco1	2	-1.1%
Cc1ccc(C)c(/C=N/NC(=S)NC(C)C)c1	10	-5.2%
COc1ccc(OC)c(-c2c[n+](=O)c3c(n2[O-])CCCC3)c1	3	6.0%
CCCCN(Cc1ccccc1)C1CCN(CCc2ccccc2)CC1	-12	-7.2%
O=C(O)C1=C[C@H](c2csc3ccccc23)C[C@H](OCc2ccc(CO)cc2)O1	nt	6.9%
CCOc1ccc(/C=N/OC(C)C(=O)NCc2ccc3c(c2)OCO3)cc1 (centres undefined)	-9	-1.6%
CNc1ccc(/C=C/C(=O)c2ccc(C)cc2)cc1[N+](=O)[O-]	-7	1.3%
CC(C)(O)C(=O)NNC(=S)NCc1ccco1	nt	-0.8%
CCOC(=O)NCN1C(=O)C2C3C=CC(C3)C2C1=O (centres undefined)	nt	1.2%
CCc1cccc(C)c1NC(=O)CSc1nc(-c2ccccc2F)nc2nc[nH]c12	4	-0.5%
O=C(Nc1cccc2nsnc12)c1ccc2c(c1)OCCO2	10	2.1%
COc1cccc(OC)c1C(=O)OCC(=O)/C(C#N)=C(\C)N	0	7.5%
COc1cc(NC(=S)NCc2ccc(S(N)(=O)=O)cc2)cc(OC)c1	13	1.6%
CCCn1c(SCC(=O)Nc2cc(C)on2)nc2c1c(=O)n(C)c(=O)n2C	nt	3.8%

# Additional records
molecule	RmlCD inh 1536	M. tuberculosis GlmU
COC(=O)c1cccc(Oc2cccc(Cl)n2)c1	7	-0.1%
CCOC(=O)/C=C/c1ccc2c(c1)S(=O)(=O)N(Cc1ccc(OC)cc1)[C@H]2CC(=O)OCC	nt	2.1%
COC(=O)c1ccc(COc2cc([N+](=O)[O-])cc3cccnc23)o1	-1	-0.9%
O=C(NC1CC2CCC1C2)C1COc2ccccc2O1 (centres undefined)	-3	-3.5%
CCCn1c(CN2CCN(C(=O)c3ccco3)CC2)nc2c1c(=O)n(C)c(=O)n2C	-2	1.8%
COC(=O)c1cc(OC)c(OC)cc1NC(=O)Nc1ccc(OC)cc1OC	14	-1.8%
C/C(=N/NC(=O)c1cc(C2CC2)[nH]n1)c1cccs1	nt	-0.7%
COc1cc(/C=N/NC(=O)C(Cc2c[nH]c3ccccc23)NC(=O)OCc2ccccc2)cc([N+](=O)[O-])c1O (centres undefined)	nt	6.8%
COc1ccc(-c2cc(OC)c3ccccc3n2)cc1	-12	4.9%
CCOC(=O)C1(CCOc2ccccc2)CCN(Cc2cc(OC)c3c(c2)OCO3)CC1	-7	0.4%
CCOC(=O)C1=NOC(C(=O)NN(C)c2ncc(C(F)(F)F)cc2Cl)C1 (centres undefined)	2	-2.0%
CC(C)C(OC(=O)/C=C/c1ccc2c(c1)OCO2)C(=O)NC(N)=O (centres undefined)	-8	0.6%
CCN(CC)C(=O)c1ccccc1NC(=O)c1ccccc1SC	9	2.5%

# Another view of some results above:
# Values run as follows: RmlCD inh 1536	M. tuberculosis GlmU
> N#Cc1ccccc1Sc1ccccc1C(=O)OCC(=O)NC12CC3CC(CC(C3)C1)C2
→ 4	5.1%
> O=C(O)C1=C[C@H](c2csc3ccccc23)C[C@H](OCc2ccc(CO)cc2)O1
→ nt	6.9%
> CC(C)(C)CC(C)(C)NCC(O)COc1c(F)cc(Br)cc1F (centres undefined)
→ nt	-2.7%

# Source: PubChem (several laboratories)
